# From PubChem BioAssay
# ER stress rescue = rescue of cells from ER stress-induced death, primary screen, 384-well, CSM14.1, thapsigargin, ATP luminescence (AID 1222); cellular ATP content (survival), % at 20 µM, or EC50 in µM where a hit was titrated; 190,000 tested, under 10 active; CSM14.1 thapsigargin-induced death rescue, ATP luminescence; higher % means a stronger effect;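 active = EC50 below 50 µM in the dose-response confirmation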;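 note: death triggered by thapsigargin at about 15 µM added after 2 h compound pretreatment; cell ATP read after overnight thapsigargin exposure of roughly 18 to 22 hours; normalized against plate controls of thapsigargin alone and 5% DMSO vehicle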
# LYP inhibition = inhibitors of LYP phosphatase, biochemical, fluorescence intensity, uHTS (AID 1779). Tyrosine-protein phosphatase non-receptor type 22 (Homo sapiens). 290,000 compounds, 0.054% hits. inhibition, % at 11.5 µM; hits with a dose series show IC50 in µM. recombinant LYP phosphatase, fluorescence intensity; higher % means a stronger effect;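 note: plate controls were vehicle with enzyme for no effect and no enzyme for full effect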
# XIAP displacement = XIAP antagonists, biochemical, IAP family, fluorescence polarization (AID 1018); E3 ubiquitin-protein ligase XIAP (Homo sapiens); XIAP BIR domain, fluorescence polarization peptide displacement; higher % means a stronger effect; one-dose displacement, % at 20 µM; IC50 in µM for titrated hits; 200,000 compounds, 0.007% hits; in the data active = displacement above about 50%; note: a part of the inactive calls stands beside numbers as strong as those of hits
# P. falciparum M17LAP = P. falciparum M17LAP inhibitors, primary screen, biochemical, fluorogenic H-Leu-NHMec substrate, 1536-well (AID 1619); Leucine aminopeptidase (Plasmodium falciparum (isolate 3D7)); recombinant M17LAP, H-Leu-NHMec fluorogenic kinetic assay; higher % means a stronger effect; one-dose inhibition, % at 30 µM; IC50 in µM for titrated hits; 220,000 compounds, 0.38% hits;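 active = compound inhibiting the enzyme by more than half at any dose during confirmatory dose-response retesting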;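 note: plate controls were full reaction with DMSO carrier for no effect and no enzyme background for full effect; strong numbers were not always called active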
# P. falciparum M1AAP = P. falciparum M1AAP inhibitors, biochemical, fluorogenic H-Leu-NHMec substrate, 1536-well (AID 1445); Aminopeptidase N (Plasmodium falciparum (isolate 3D7)); recombinant M1AAP, H-Leu-NHMec fluorogenic kinetic assay; higher % means a stronger effect; inhibition, % at 30 µM, or IC50 in µM where a hit was titrated; 220,000 compounds, 0.42% hits;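 active = primary inhibition above the hit cutoff, then over 50% inhibition at one or more dose response concentrations, cut at about 23% in these data, passing the limit was not always enough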;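 note: plate controls were DMSO full reaction for no effect and no enzyme background for full effect; strong numbers were not always called active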
# AID2073 = inhibitors of Mint1-CaV2.2 protein interaction, biochemical, HTRF (AID 2073) | 290,000 compounds, 0.19% hits | one-dose inhibition, % at 20 µM; IC50 in µM for titrated hits | HTRF protein-protein interaction, Mint1-CaV2.2; higher % means a stronger effect | Voltage-dependent N-type calcium channel subunit alpha-1B (Homo sapiens); in the data active = inhibition mostly above about 51%, no sharp cut-off; note: some results filed as inactive read as strong as hits
# Hep lipid drop = inhibitors of hepatocyte lipid droplet formation, primary screen, imaging, high-throughput imaging, BODIPY stain; AML12 mouse hepatocytes, oleate lipid droplets; AID 1656, 2009; inhibition, % at 6.5 µM; 240,000 compounds, 0.4% hits;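 active = lipid droplet intensity inhibited by at least 50%, with more than 500 cells counted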
#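 Assay system: AML12 hepatocytes (mouse); Probe or stimulus: oleic acid at 100 µM to induce lipid droplet formation; Dosing: compound at 6.5 µM only; Schedule: compound with oleate, overnight; Detection: fluorescence imaging, 20x objective, two fields per well; Measure: % inhibition of lipid droplet signal.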
# HEK293 NOD2/NF-kB = NOD2 signaling inhibitors, cell-based, luminescence, uHTS, HEK293 (AID 1566). 290,000 compounds, 0.63% hits. inhibition, % at 4 µM; hits with a dose series show EC50 in µM. HEK293 NOD2/NF-kB luciferase reporter, luminescence; higher % means a stronger effect; note: many of its hits are not listed in these tables
# SIAH1 antagonists = Siah-1 peptide-binding antagonists, primary screen, biochemical, fluorescence polarization, rhodamine-plectin, uHTS (AID 1817); Siah-1 / rhodamine-plectin peptide fluorescence polarization; higher % means a stronger effect; one-dose displacement, % at 20 µM; IC50 in µM for titrated hits; 290,000 compounds, 0.02% hits;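 active = displacement of at least 50% at 20 µM, with a fluorescence ratio check between 0.3 and a set limit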;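 note: plate controls were Siah plus tracer with DMSO for no effect and tracer alone without Siah for full effect; strong numbers were not always called active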
# Hep lipid drop cells 6.5 µM = second read-out of Hep lipid drop, no call of its own (marks repeat the call); cell count; measured here: cell count, cytotoxicity flag;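 cells counted across two imaged fields per well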
# * hit, by the source's call; · = not tested or not shown. Cut-off read from the data, not from the text of the source, unless noted: active = inhibition above about 50%; inactive = the rest. A portion of the library. The share of hits here may be higher or lower than overall.
SMILES,ER stress rescue,LYP inhibition,XIAP displacement,P. falciparum M17LAP,P. falciparum M1AAP,AID2073,Hep lipid drop,Hep lipid drop cells 6.5 µM,HEK293 NOD2/NF-kB,SIAH1 antagonists
CCN(CC)CCCNc1oc(-c2cccc(Cl)c2)nc1C#N,·,-9%,-0.9%,-36%,12%,21%,14,644,23%,-3%
COc1ccc(/C=C(/NC(=O)c2ccc(OC)cc2)C(=O)NCCc2c[nH]c3ccccc23)cc1,-3.3%,1%,-1.7%,-12%,-1%,8%,0,683,13%,24%
Cn1c(N)c(S(=O)(=O)N2CCN(c3ccccc3Cl)CC2)c(=O)n(C)c1=O,·,-7%,·,·,·,4%,4,870,-14%,5%
O=C1c2ccccc2C(Nc2ccc(S(=O)(=O)N3CCOCC3)cc2)N1c1ccccn1 (stereo not drawn),-0.5%,5%,0.7%,-8%,5%,-4%,·,·,-12%,1%
COc1ccc(/C=C/c2nnc(NC(C)=O)s2)cc1,·,-4%,·,-6%,-1%,-7%,9,747,-130%,4%
CC(Oc1ccc(Cl)cc1Cl)C(=O)NN=C1CCN(C)CC1 (stereo not drawn),-1.7%,-1%,-4.2%,11%,9%,-2%,-24,606,-6%,3%
CN(Cc1cnccn1)C(=O)C1CCC(=O)N(CCc2ccccc2)C1 (stereo not drawn),·,-14%,·,·,·,13%,12,812,2%,-1%
O=[N+]([O-])c1cc2c(cc1CN1CCN(CCOCCO)CC1)OCO2,·,-6%,·,·,·,8%,1,808,-9%,0%
CNc1nc(SCc2ccccc2)nc(N2CCOCC2)n1,·,0%,0.1%,2%,11%,-6%,18,636,18%,3%
Cc1ccc(-c2nn(CC(=O)Nc3ccc4c(c3)nc3n4CCOC3)c(=O)c3ccccc23)cc1,-2.8%,-2%,-3.1%,2%,17%,15%,·,·,-16%,3%
CCc1ccc(N2CC34C=CC(O3)C(C(=O)OC)C4C2=O)cc1 (stereo not drawn),·,-5%,-5.0%,-2%,2%,2%,-41,565,4%,3%
Cc1ccc(NC(=O)CCC(=O)n2nc(C)cc2C)c(C)c1,-1.4%,-4%,-0.4%,-6%,-4%,1%,0,689,11%,0%
Nc1nc(N)c2c(n1)CCCC2,·,-6%,·,-3%,0%,14%,-7,579,2%,10%
Cc1nc(N)ncc1-c1ccc2c(c1)OCO2,·,-10%,·,·,·,2%,·,·,-8%,5%
COc1cc(/C=C(\C#N)C(=O)NCC2CCCO2)ccc1OCC(=O)O (stereo not drawn),0.6%,-3%,-3.9%,19%,17%,-1%,21,735,13%,11%
CCC(C)(C)NC(=O)C(c1ccc(C)cc1)N(Cc1cccs1)C(=O)c1ccc2c(c1)OCCO2 (stereo not drawn),1.5%,12%,-6.9%,-5%,7%,16%,·,·,-10%,2%
O=C(Cc1ccccc1)c1c[nH]c(C(=O)NC2CCCC2)c1,·,-3%,-7.9%,-13%,0%,7%,0,719,7%,-15%
S=C(NCCc1ccccc1)Nc1c(Cl)cccc1Cl,·,2%,·,-1%,1%,-76%,2,655,1%,13%
O=C(Nc1nc(-c2cc(Cl)sc2Cl)cs1)c1ccccc1,-4.4%,11%,-5.0%,5%,3%,6%,-21,740,8%,0%
Cc1cccc(C)c1NC(=O)CN(C)C(=O)C(c1ccccc1)c1ccccc1,0.1%,-3%,-7.5%,-5%,2%,10%,18,594,2%,6%

# Part of the list above, reduced to Hep lipid drop cells 6.5 µM, LYP inhibition and P. falciparum M17LAP:
SMILES	Hep lipid drop cells 6.5 µM	LYP inhibition	P. falciparum M17LAP
Cc1nc(N)ncc1-c1ccc2c(c1)OCO2	·	-10%	·
COc1cc(/C=C(\C#N)C(=O)NCC2CCCO2)ccc1OCC(=O)O (stereo not drawn)	735	-3%	19%
CCC(C)(C)NC(=O)C(c1ccc(C)cc1)N(Cc1cccs1)C(=O)c1ccc2c(c1)OCCO2 (stereo not drawn)	·	12%	-5%
O=C(Cc1ccccc1)c1c[nH]c(C(=O)NC2CCCC2)c1	719	-3%	-13%

# Some of the entries so far, with each value named.
Nc1nc(N)c2c(n1)CCCC2
  ER stress rescue: ·
  LYP inhibition: -6%
  XIAP displacement: ·
  P. falciparum M17LAP: -3%
  P. falciparum M1AAP: 0%
  AID2073: 14%
  Hep lipid drop: -7
  Hep lipid drop cells 6.5 µM: 579
  HEK293 NOD2/NF-kB: 2%
  SIAH1 antagonists: 10%

CCC(C)(C)NC(=O)C(c1ccc(C)cc1)N(Cc1cccs1)C(=O)c1ccc2c(c1)OCCO2 (stereo not drawn)
  ER stress rescue: 1.5%
  LYP inhibition: 12%
  XIAP displacement: -6.9%
  P. falciparum M17LAP: -5%
  P. falciparum M1AAP: 7%
  AID2073: 16%
  Hep lipid drop: ·
  Hep lipid drop cells 6.5 µM: ·
  HEK293 NOD2/NF-kB: -10%
  SIAH1 antagonists: 2%

# (listing goes on)
SMILES,ER stress rescue,LYP inhibition,XIAP displacement,P. falciparum M17LAP,P. falciparum M1AAP,AID2073,Hep lipid drop,Hep lipid drop cells 6.5 µM,HEK293 NOD2/NF-kB,SIAH1 antagonists
O=C(O)c1ccccc1/C=N/NC(=O)c1cc(-c2ccco2)nc2ccccc12,·,-1%,·,19%,7%,38%,-67,693,23%,2%
COc1ccc(C(=O)C(OC(=O)c2ccccc2Cl)c2ccccc2)cc1 (stereo not drawn),1.5%,-3%,0.1%,-3%,9%,-4%,1,679,-58%,8%
Cc1cc2c(cc1C)C(c1cccc(F)c1)CC(=O)N2 (stereo not drawn),·,-12%,·,·,·,10%,-14,802,29%,-4%
CC(=O)N1CCN(c2ccc(NC(=O)c3ccc(Cl)c([N+](=O)[O-])c3)cc2)CC1,·,-7%,·,·,·,8%,-41,816,11%,1%
CC(=O)c1c2c3c(c(Br)ccc3n(C)c1=O)C(=O)c1ccccc1-2,·,-6%,·,·,·,-50%,-4,736,7%,2%
COc1ccc(-n2c(SC3CCOC3=O)nc3ccccc32)cc1 (stereo not drawn),-0.3%,-12%,-1.7%,1%,-1%,-5%,·,·,8%,0%
O=C(CN1CCOCC1)N/N=C/C(Br)=C\c1ccccc1,-0.3%,2%,-5.7%,23%,9%,-1%,4,690,10%,8%
COc1ccc(N2CCN(C(=O)c3ccc4c(c3)NC(=O)C(CSCc3cccc(F)c3)N4)CC2)cc1 (stereo not drawn),·,-2%,·,·,·,25%,5,678,7%,-7%
COc1ccccc1CNC(=O)C1CC2Cn3c(nc4ccccc43)C2N1C (stereo not drawn),·,-8%,·,3%,9%,2%,-11,629,13%,2%
O=C(NC1C2CCCC1CN(C1CC1)C2)c1ccc(Cl)cc1 (stereo not drawn),·,-12%,·,·,·,-6%,-9,793,9%,-5%
COCCCNC(=O)COc1ccc(S(=O)(=O)Nc2ccccc2)cc1,-0.8%,-4%,6.0%,-7%,1%,-6%,-1,737,0%,4%
COc1ccccc1NC(=O)CCCC(=O)OCC(F)(F)C(F)F,-1.6%,-2%,-15%,-5%,-4%,-2%,5,706,11%,2%
CCOc1c(Cl)cc(CNC(C)(C)CC(C)(C)C)cc1OC,-2.6%,-5%,-7.8%,0%,-5%,-1%,-18,704,2%,1%
Cc1cc(OCc2cc(C(=O)NC3CCC3)no2)cc(C)c1Cl,·,-8%,·,·,·,10%,-7,747,19%,1%
O=C(Nc1ccccc1)c1cc(-n2cnnc2)ccc1Cl,-1.7%,-8%,-5.6%,-11%,-4%,-9%,·,·,-3%,-1%
COC(=O)c1ccc(N2CCOCC2)c(F)c1,-0.8%,-4%,-5.8%,-1%,8%,0%,12,799,-4%,-3%
CCCN(CCC)S(=O)(=O)c1ccc(C(=O)Nc2cc3oc4ccccc4c3cc2OC)cc1,12%,3%,-6.1%,14%,9%,9%,-22,561,29%,29%
COc1ccc(-c2ccc(/C=C3/C(=N)N4C(C)=CSC4=NC3=O)o2)c([N+](=O)[O-])c1,-0.5%,2%,-6.5%,-9%,4%,-5%,-1,514,7%,2%
Cc1cccc(NC(=O)c2ccoc2C)n1,-1.0%,-5%,-4.3%,-14%,7%,-1%,2,688,-16%,3%
Cc1nc(SCC(=O)Nc2cccc(C(=O)O)c2)n[nH]1,·,1%,·,·,·,9%,-1,724,2%,3%
COc1cccc(C(=O)Cn2c(N3CCOCC3)nc3c2c(=O)n(C)c(=O)n3C)c1,-0.1%,-6%,-9.1%,12%,0%,2%,·,·,8%,3%
Cc1c(CN(C)C(=O)c2nn(C)cc2[N+](=O)[O-])cnn1C,-0.7%,-5%,-1.6%,-10%,6%,4%,8,760,8%,0%
CCC1=NN2C(=N)/C(=C\c3ccc(OCCOc4ccc(NC(C)=O)cc4)c(OC)c3)C(=O)N=C2S1,·,-1%,·,·,·,10%,-18,559,10%,0%
CCCS(=O)(=O)N1CCCC(C(=O)NCCN2CCC(Cc3ccccc3)CC2)C1 (stereo not drawn),2.1%,-4%,-2.7%,1%,-5%,-4%,·,·,0%,1%
Cc1ccc(-c2nc3ccccc3s2)cc1NC(=S)NC(=O)c1cccc2ccccc12,-3.0%,4%,1.0%,4%,2%,16%,24,676,-71%,11%
Oc1cccc(/C=N/N2CCN(C3c4ccccc4-c4ccccc43)CC2)c1,·,-1%,·,0%,1%,9%,9,717,-2%,0%
COc1ccc(Nc2oc(-c3ccccc3Cl)nc2C#N)cc1,·,-6%,-2.7%,-1%,15%,25%,9,708,-17%,7%
COc1ccc(OCC(=O)Nc2ccc3c(c2)n(C)c(=O)n3C)cc1,·,-10%,·,·,·,5%,-34,808,-2%,-2%
CCOc1ccc(NC(=O)CSc2nc3ccccc3nc2N2CCCC2)cc1,·,0%,·,·,·,3%,81*,806*,14%,5%
O=c1cc(Cc2ccccc2)[nH]c(=S)[nH]1,-0.8%,-5%,-2.2%,0%,-1%,-14%,16,598,18%,5%
O=C(OCc1nc2ccccc2[n+]([O-])c1C(=O)c1ccccc1)c1cccnc1,·,-4%,·,-10%,2%,-4%,-5,752,8%,12%
Cc1cc(C)nc(-n2ncc3c2CC(c2cccc(Cl)c2)CC3=O)n1 (stereo not drawn),-0.2%,-9%,-4.5%,-2%,5%,10%,-7,676,29%,-4%
